Screening data: PubChem BioAssay, several laboratories
K1F lysis inhibition: inhibition of K1F phage lysis, E. coli UTI89, bacterial capsule biogenesis inhibitors, alamar blue (AID 488966); actives 0.02% (n = 340,000); E. coli UTI89 K1F phage lysis, alamar blue, 2 h; higher % means a stronger effect; inhibition, % at 100 µM, or IC50 in µM where a hit was titrated;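 active means phage lysis inhibition, versus mean bacterial control, above a set limit; inconclusive means no clear call, values can overlap the other calls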;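 further: capsule biogenesis inhibitors block K1F phage lysis so surviving cells raise fluorescence; higher fluorescence means more inhibition of phage lysis; actives were called in the ten point dose series up to 300 µM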
SV40 large T antigen: SV40 large T antigen inhibitors, biochemical (AID 1903); SV40 large T antigen ATPase/helicase inhibition assay; higher % means a stronger effect; one-dose inhibition, % at 20 µM; IC50 in µM for titrated hits; actives 0.39% (n = 310,000); in the data active means a potency from the dose series; inconclusive means inhibition mostly from about 32% at the one dose, without a potency; inactive means the rest, 99 in 100 with inhibition below about 32%; further: strong numbers were not always called active
RSV antiviral HEp-2: inhibition of RSV-induced cytopathic effect – HEp-2 cells, primary 10 µM value included (AID 2391); HEp-2 cells, RSV-induced CPE inhibition; higher % means a stronger effect; actives 0.13% (n = 310,000); one-dose CPE inhibition, % at 10 µM; IC50 in µM for titrated hits; in the data active means a potency from the dose series; inconclusive means CPE inhibition mostly from about 23% at the one dose, without a potency; inactive means the rest, 99 in 100 with CPE inhibition below about 21%; further: strong numbers were not always called active
Siah-1 displacement: Siah-1 peptide-binding antagonists, primary screen, biochemical, fluorescence polarization, rhodamine-plectin, uHTS (AID 1817) | Siah-1 / rhodamine-plectin peptide fluorescence polarization; higher % means a stronger effect | displacement, % at 20 µM, or IC50 in µM where a hit was titrated | actives 0.02% (n = 290,000);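 active means displacement of at least 50% at 20 µM, with a fluorescence ratio check between 0.3 and a set limit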;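 further: plate controls were Siah plus tracer with DMSO for no effect and tracer alone without Siah for full effect; strong numbers were not always called active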
NTR1 ag: NTR1-driven beta-arrestin-GFP spot formation – imaging, U2OS cells, high content, primary screen (AID 493036). P30989. agonist mode. activation, % at 20 µM. actives 0.17% (n = 330,000);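 active means activation at or above 40% of the spot to cytoplasm intensity ratio, with at least 20 cells analyzed; inconclusive means wells under 20 cells, flagged as cytotoxic or low count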;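 further: 0% = DMSO without peptide and 100% = 100 nM NTR1 peptide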
Target sequence (P30989 whole entry, looked up): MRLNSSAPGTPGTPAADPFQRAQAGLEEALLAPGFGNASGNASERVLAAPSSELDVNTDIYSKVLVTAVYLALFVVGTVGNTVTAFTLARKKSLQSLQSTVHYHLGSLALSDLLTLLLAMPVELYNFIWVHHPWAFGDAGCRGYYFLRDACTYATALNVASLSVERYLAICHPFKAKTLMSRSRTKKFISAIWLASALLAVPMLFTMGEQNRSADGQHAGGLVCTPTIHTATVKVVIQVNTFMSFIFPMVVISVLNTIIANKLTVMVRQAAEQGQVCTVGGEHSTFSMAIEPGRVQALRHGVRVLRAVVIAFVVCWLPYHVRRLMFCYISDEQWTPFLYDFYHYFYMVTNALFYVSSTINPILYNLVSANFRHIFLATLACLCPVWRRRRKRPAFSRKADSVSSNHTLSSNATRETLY
West Nile antiviral: West Nile virus antiviral activity, cell-based, CPE readout (AID 1621); West Nile virus-infected cells, CPE inhibition; higher % means a stronger effect; CPE inhibition, % at 10 µM, or IC50 in µM where a hit was titrated; actives 0.02% (n = 290,000); in the data active means a potency from the dose series; inconclusive means CPE inhibition mostly from about 3.7% at the one dose, without a potency; inactive means the rest, 99 in 100 with CPE inhibition below about 2.2%; further: strong numbers were not always called active
Rac1 GTP hydrolysis: MgcRacGAP GTPase-activating activity inhibitors, confirmation, biochemical, ADP Hunter fluorescence; actives 0.6% (n = 340,000); inhibition, % at 30 µM, or IC50 in µM where a hit was titrated; MgcRacGAP-stimulated Rac1 GTP hydrolysis, ADP Hunter fluorescence; higher % means a stronger effect; GST-tagged Rac1 F28L mutant substrate;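 active means first-screen hits whose inhibition reached a set limit at any dose in the follow-up dose series; inconclusive means inhibition above the set first-screen limit but never retested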;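 further: fluorescence reports GDP produced by GAP-driven GTP hydrolysis; strong numbers were not always called active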
NS5 inhibitors: Dengue-2 NS5 methyltransferase inhibitors, primary screen, biochemical, confirmation dose response (AID 588689); actives 0.3% (n = 340,000); Dengue-2 NS5 methyltransferase capping enzyme assay, biochemical; higher % means a stronger effect; one-dose inhibition, % at 25 µM; IC50 in µM for titrated hits; in the data active means a potency from the dose series; inconclusive means inhibition above about 29% without an active follow-up result
AID2073: inhibitors of Mint1-CaV2.2 protein interaction, biochemical, HTRF (AID 2073). HTRF protein-protein interaction, Mint1-CaV2.2; higher % means a stronger effect. inhibition, % at 20 µM, or IC50 in µM where a hit was titrated. actives 0.19% (n = 290,000); in the data active means inhibition mostly above about 51%, no sharp cut-off; inconclusive means no clear call, values can overlap the other calls; inactive means mostly below about 53%; further: some results filed as inactive read as strong as hits
NTR1 ag cell count 20 µM: recorded beside NTR1 ag, whose call it bears; cell count; measured here: cell count, cytotoxicity flag
The depositor's hits bear a star; [ ] = another dose, or the depositor's remark.

`Cc1cccc(C)c1NC(=O)CN(C)C(=O)c1ccccc1Sc1ccccc1C#N` gave K1F lysis inhibition 0.5%[50 µM], RSV antiviral HEp-2 1.7%, NTR1 ag -0.3, Rac1 GTP hydrolysis 8%, NS5 inhibitors 0% and NTR1 ag cell count 20 µM 59.
For CCN(Cc1ccccc1)C(=O)CCNS(=O)(=O)c1ccc2c(c1)CC(C)N2C(C)=O (stereo not drawn) the results were K1F lysis inhibition -0.2%, SV40 large T antigen 5%, RSV antiviral HEp-2 2.5%, Siah-1 displacement -1%, NTR1 ag 0.7, West Nile antiviral -0.4%, Rac1 GTP hydrolysis 11%, NS5 inhibitors -7%, AID2073 7% and NTR1 ag cell count 20 µM 69.
CCc1nnc(NC(=O)CSc2nnc(COc3cccc(C)c3)o2)s1 was read as K1F lysis inhibition -0.4%, SV40 large T antigen 12%, RSV antiviral HEp-2 4.1%, Siah-1 displacement -6%, NTR1 ag -2.4, West Nile antiviral 0.8%, Rac1 GTP hydrolysis -8%, NS5 inhibitors 0%, AID2073 -3% and NTR1 ag cell count 20 µM 98.
Screening CCSc1nc(N)c2c3c(sc2n1)CN(C)CC3 returned SV40 large T antigen -1%, RSV antiviral HEp-2 0.6%, Siah-1 displacement -1%, NTR1 ag 0.4, West Nile antiviral 0.2%, AID2073 1% and NTR1 ag cell count 20 µM 59.
`O=C(O)Cn1nc(-c2ccc(Cl)cc2)ccc1=O` gave K1F lysis inhibition 0.1%, SV40 large T antigen 23%, RSV antiviral HEp-2 1.0%, Siah-1 displacement 4%, NTR1 ag -0.4, West Nile antiviral -0.3%, Rac1 GTP hydrolysis 2%, NS5 inhibitors -8%, AID2073 11% and NTR1 ag cell count 20 µM 94.
For O=[N+]([O-])c1ncc(Br)cc1Nc1ccccc1 the results were K1F lysis inhibition 0.3%, SV40 large T antigen 2%, RSV antiviral HEp-2 0.6%, NTR1 ag 0.3, Rac1 GTP hydrolysis 4%, NS5 inhibitors 4% and NTR1 ag cell count 20 µM 51.
O=C(COc1ccccc1)Nc1ccc(N2CCN(C(=O)c3ccco3)CC2)cc1 was read as K1F lysis inhibition 0.2%, SV40 large T antigen 10%, RSV antiviral HEp-2 47%, Siah-1 displacement 1%, NTR1 ag 0.7, West Nile antiviral -1.1%, Rac1 GTP hydrolysis 14%, NS5 inhibitors -3%, AID2073 10% and NTR1 ag cell count 20 µM 59.
For COc1ccc(OCc2cc(C(=O)N(C)Cc3nccn3C)no2)c2ccccc12 the results were K1F lysis inhibition 1.4%[50 µM], SV40 large T antigen 4%, RSV antiviral HEp-2 2.6%, Siah-1 displacement -3%, NTR1 ag 1.9, West Nile antiviral -1.0%, Rac1 GTP hydrolysis 4%, NS5 inhibitors -2%, AID2073 12% and NTR1 ag cell count 20 µM 77.
CN(CCO)c1cc(N2CCN(C(=O)c3ccco3)CC2)c2nonc2c1[N+](=O)[O-] was read as K1F lysis inhibition -5.5%, SV40 large T antigen 2%, RSV antiviral HEp-2 0.6%, Siah-1 displacement -1%, NTR1 ag 0.1, West Nile antiviral 0.1%, Rac1 GTP hydrolysis 3%, NS5 inhibitors -9%, AID2073 4% and NTR1 ag cell count 20 µM 45.
CC(C)Cn1c(=O)c(C(=O)Nc2ccncc2)c(O)c2ccccc21 was read as K1F lysis inhibition -0.2%, SV40 large T antigen 28%, RSV antiviral HEp-2 -3.9%, NTR1 ag 7.5, Rac1 GTP hydrolysis 7%, NS5 inhibitors inconclusive and NTR1 ag cell count 20 µM 57.
For CCCC(=O)NC(c1ccc(N(C)C)cc1)c1c(O)ccc2ccccc12 (stereo not drawn) the results were K1F lysis inhibition 0.5%, SV40 large T antigen 13%, RSV antiviral HEp-2 6.7%, Siah-1 displacement -2%, NTR1 ag 1.2, West Nile antiviral -0.7%, Rac1 GTP hydrolysis 15%, NS5 inhibitors -3%, AID2073 10% and NTR1 ag cell count 20 µM 57.
CC(=O)Nc1ccc(NC(=O)C(C)OC(=O)C2CC(=O)N(CCc3ccccc3)C2)cc1 (stereo not drawn) was read as K1F lysis inhibition -0.5%[50 µM], SV40 large T antigen 7%, RSV antiviral HEp-2 -0.5%, NTR1 ag 0.7, Rac1 GTP hydrolysis 1%, NS5 inhibitors 4% and NTR1 ag cell count 20 µM 50.
`CCOc1ccc2c(c1)c(C(C)=O)c(C)n2-c1ccccc1` gave K1F lysis inhibition 4.7%, SV40 large T antigen 4%, RSV antiviral HEp-2 20%, Siah-1 displacement 5%, NTR1 ag 2.3, West Nile antiviral -0.1%, Rac1 GTP hydrolysis 11%, NS5 inhibitors -6%, AID2073 4% and NTR1 ag cell count 20 µM 56.
Screening CC(=O)OCc1nc2sc3c(c2c(=O)[nH]1)CCCC3 returned K1F lysis inhibition 0.8%, SV40 large T antigen 12%, RSV antiviral HEp-2 inconclusive, Siah-1 displacement -5%, NTR1 ag -2.0, West Nile antiviral 1.0%, Rac1 GTP hydrolysis 7%, NS5 inhibitors -5%, AID2073 -3% and NTR1 ag cell count 20 µM 56.
CN(C)CCNc1ccc(-c2nn(C)c(=O)c3ccccc23)cc1[N+](=O)[O-] was read as K1F lysis inhibition 0.0%, SV40 large T antigen 3%, RSV antiviral HEp-2 -0.3%, Siah-1 displacement 11%, NTR1 ag 0.0, West Nile antiviral 0.2%, Rac1 GTP hydrolysis 3%, NS5 inhibitors 2%, AID2073 -1% and NTR1 ag cell count 20 µM 82.
For CC(=O)N1N=C(c2ccc(Br)cc2)CC1c1cn(C)c2ccccc12 (stereo not drawn) the results were K1F lysis inhibition -4.2%, SV40 large T antigen 26%, RSV antiviral HEp-2 inconclusive, Siah-1 displacement -1%, NTR1 ag 24, West Nile antiviral -1.2%, Rac1 GTP hydrolysis 6%, NS5 inhibitors -13%, AID2073 5% and NTR1 ag cell count 20 µM 48.
`N=c1n(CC(=O)O)c2ccccc2n1Cc1ccccc1Cl` gave K1F lysis inhibition -0.3%, SV40 large T antigen 10%, RSV antiviral HEp-2 2.5%, Siah-1 displacement 0%, NTR1 ag -2.5, West Nile antiviral 0.1%, Rac1 GTP hydrolysis 1%, NS5 inhibitors -3%, AID2073 12% and NTR1 ag cell count 20 µM 52.
`O=C(O)/C=C/C(=O)Nc1c(F)cccc1F` gave K1F lysis inhibition -0.4%, SV40 large T antigen 6%, RSV antiviral HEp-2 -0.3%, Siah-1 displacement 1%, NTR1 ag 0.7, West Nile antiviral 0.4%, Rac1 GTP hydrolysis 2%, NS5 inhibitors -7%, AID2073 -5% and NTR1 ag cell count 20 µM 58.
For C=CCN(c1ccccc1)S(=O)(=O)c1ccc2c(c1)oc(=O)n2C the results were K1F lysis inhibition -0.9%, SV40 large T antigen 6%, RSV antiviral HEp-2 0.1%, Siah-1 displacement -2%, NTR1 ag -1.1, West Nile antiviral 0.4%, Rac1 GTP hydrolysis 0%, NS5 inhibitors 0%, AID2073 0% and NTR1 ag cell count 20 µM 74.
For O=C(c1cccc(COc2cccc3ccccc23)c1)N1CCCC1 the results were K1F lysis inhibition -0.5%, SV40 large T antigen 10%, RSV antiviral HEp-2 >50µM*, Siah-1 displacement 0%, NTR1 ag 3.6, West Nile antiviral -0.8%, Rac1 GTP hydrolysis 9%, NS5 inhibitors -5%, AID2073 5% and NTR1 ag cell count 20 µM 54.
Screening CC(C)(C)c1ccc(C(=O)CCCSC2=C(C#N)C(c3ccco3)C3=C(CCCC3=O)N2)cc1 (stereo not drawn) returned K1F lysis inhibition 3.5%, SV40 large T antigen 24%, RSV antiviral HEp-2 16%, Siah-1 displacement 0%, NTR1 ag 8.3, Rac1 GTP hydrolysis 4%, NS5 inhibitors -1%, AID2073 19% and NTR1 ag cell count 20 µM 48.
For CC(C)(C)N1CC2(c3ccccc3)CN(C(C)(C)C)CC(c3ccccc3)(C1)C2=O the results were K1F lysis inhibition 0.1%, SV40 large T antigen 14%, RSV antiviral HEp-2 1.6%, Siah-1 displacement -2%, NTR1 ag 2.1, West Nile antiviral 0.3%, Rac1 GTP hydrolysis 9%, NS5 inhibitors -1%, AID2073 1% and NTR1 ag cell count 20 µM 74.
`COc1ccc(C(=O)NCCCN2CCCC2=O)cc1` gave K1F lysis inhibition 1.4%, SV40 large T antigen 2%, RSV antiviral HEp-2 0.5%, Siah-1 displacement -1%, NTR1 ag 0.9, West Nile antiviral 0.6%, Rac1 GTP hydrolysis 10%, NS5 inhibitors 1%, AID2073 11% and NTR1 ag cell count 20 µM 41.
`CCOc1ccc(Oc2ccc(NC(=O)CSc3nncn3C)cc2)cc1` gave K1F lysis inhibition -0.1%[50 µM], NTR1 ag 0.1, Rac1 GTP hydrolysis 5%, NS5 inhibitors -4% and NTR1 ag cell count 20 µM 57.
`O=S(=O)(Nc1ccc(OC(F)(F)F)cc1)c1cccc2nonc12` gave K1F lysis inhibition 0.7%, SV40 large T antigen 15%, RSV antiviral HEp-2 0.6%, Siah-1 displacement 1%, NTR1 ag 1.2, West Nile antiviral -0.3%, Rac1 GTP hydrolysis 0%, NS5 inhibitors -8%, AID2073 -9% and NTR1 ag cell count 20 µM 52.
`CC(=O)Nc1nc(SCc2ccc(Cl)cc2Cl)n[nH]1` gave K1F lysis inhibition 1.4%, SV40 large T antigen 2%, RSV antiviral HEp-2 -0.3%, Siah-1 displacement 1%, NTR1 ag 0.4, West Nile antiviral -0.3%, Rac1 GTP hydrolysis 0%, NS5 inhibitors -1%, AID2073 -3% and NTR1 ag cell count 20 µM 84.
COc1ccccc1N1CCN(C(=O)c2cc3n(n2)C(C(F)(F)F)CC(c2ccco2)N3)CC1 (stereo not drawn) was read as K1F lysis inhibition -0.8%, SV40 large T antigen 11%, RSV antiviral HEp-2 1.5%, Siah-1 displacement 0%, NTR1 ag -0.6, West Nile antiviral 0.0%, Rac1 GTP hydrolysis 8%, NS5 inhibitors -3%, AID2073 -8% and NTR1 ag cell count 20 µM 36.
O=C(NCCSc1c[nH]c2ccccc12)C1CC1 was read as K1F lysis inhibition 0.2%, SV40 large T antigen 10%, RSV antiviral HEp-2 2.5%, Siah-1 displacement 2%, NTR1 ag -1.3, West Nile antiviral 0.1%, Rac1 GTP hydrolysis 5%, NS5 inhibitors -2%, AID2073 -8% and NTR1 ag cell count 20 µM 100.
